FBW7 act: FBW7 E3 ligase activators, primary screen, biochemical, AlphaScreen, human | F-box/WD repeat-containing protein 7 (Homo sapiens), Q969H0 | AlphaScreen FBW7–phospho-cyclin E peptide binding, activator screen | normalized activity (activation), % at 26.1 µM | hit rate 0.13% among 650,000 | AID 1259310, 2017; in the data active = normalized activity above about 1.9%;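 also: purified mutant Fbw7 with reduced substrate affinity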
GPR151 activ: activators of human GPR151, primary screen, cell-based, PathHunter beta-arrestin, luminescence | G-protein coupled receptor 151 (Homo sapiens), Q8TDV0 | PathHunter beta-arrestin GPR151 cells | activation, % at 11.2 µM | hit rate 1% among 650,000; in the data active = activation above about 4.9%;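 also: 0% = median of compound wells and 100% = cells with positive control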
Target sequence (Q8TDV0 whole entry, looked up): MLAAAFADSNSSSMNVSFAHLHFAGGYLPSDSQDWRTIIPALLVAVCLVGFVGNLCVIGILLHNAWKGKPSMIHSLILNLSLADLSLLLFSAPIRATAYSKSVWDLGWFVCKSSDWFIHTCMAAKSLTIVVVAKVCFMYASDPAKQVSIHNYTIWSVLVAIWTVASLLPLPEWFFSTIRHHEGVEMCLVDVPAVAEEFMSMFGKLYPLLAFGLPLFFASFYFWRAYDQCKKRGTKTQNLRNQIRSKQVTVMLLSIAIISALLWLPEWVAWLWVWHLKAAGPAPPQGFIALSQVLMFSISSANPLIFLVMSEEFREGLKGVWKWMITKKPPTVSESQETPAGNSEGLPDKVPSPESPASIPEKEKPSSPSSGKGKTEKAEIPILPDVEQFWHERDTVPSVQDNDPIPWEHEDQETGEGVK
TEAD-YAP inh: TEAD-YAP interaction inhibition, primary screen, TEAD-YAP interaction inhibitor project, luminescence, HEK-TIYL cells; TEAD-Gal4/YAP UAS-luciferase luminescence; inhibition, % at 9.12 µM; hit rate 1.4% among 640,000; in the data active = inhibition above about 32%;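 also: 0% = median of test compound wells and 100% = reference inhibitor wells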
MITF primary: MITF inhibitors, primary screen, biochemical, AlphaScreen, human; inhibition, % at 2.6 µM; AlphaScreen MITF homodimerization, bead proximity signal; AID 1259374, 2018; Microphthalmia-associated transcription factor (Homo sapiens), O75030; hit rate 0.91% among 650,000; in the data active = inhibition above about 50%;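 also: 0% = vehicle wells with protein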
Target sequence (O75030 whole entry, looked up): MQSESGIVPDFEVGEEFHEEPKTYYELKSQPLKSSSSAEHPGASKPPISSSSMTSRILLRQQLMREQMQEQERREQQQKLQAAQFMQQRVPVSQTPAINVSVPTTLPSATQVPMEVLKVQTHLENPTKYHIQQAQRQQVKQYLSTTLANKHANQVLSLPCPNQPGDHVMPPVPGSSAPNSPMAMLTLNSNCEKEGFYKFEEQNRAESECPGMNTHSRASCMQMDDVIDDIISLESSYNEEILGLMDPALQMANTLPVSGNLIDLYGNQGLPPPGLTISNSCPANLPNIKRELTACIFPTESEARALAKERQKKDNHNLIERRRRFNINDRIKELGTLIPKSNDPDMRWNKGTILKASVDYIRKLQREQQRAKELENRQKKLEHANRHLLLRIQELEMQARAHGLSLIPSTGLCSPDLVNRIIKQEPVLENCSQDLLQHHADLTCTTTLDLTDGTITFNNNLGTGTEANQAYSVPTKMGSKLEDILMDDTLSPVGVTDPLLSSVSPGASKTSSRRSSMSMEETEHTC
An asterisk follows results filed as active; nt = no result given.

Value order – FBW7 act	GPR151 activ	TEAD-YAP inh	MITF primary
- c1cn2c(-c3ccc4[nH]ccc4c3)cnc2c(N2CCOCC2)n1
 : 0.2	-0.2	15	-3
- CC1(C)CC(=O)C2=C(C1)Nc1ccccc1N(C(=S)Nc1ccccc1)C2c1ccc2c(c1)OCO2 (stereo not given)
 : -0.1	1.4	-10	-4
- C=CCOC(=O)c1sc(N2C(=O)C(=O)/C(=C(/O)c3ccc(OCC)c(C)c3)C2c2ccc(C(C)C)cc2)nc1C (stereo not given)
 : -0.2	1.3	-6	6
- Cc1ccc(N(C(=O)NC(=O)Nc2ccc(C=C(C#N)C#N)cc2)S(C)(=O)=O)cc1
 : 0.2	-0.9	-2	8
- CC(C)CNS(=O)(=O)c1ccc2c(c1)OCCO2
 : -0.1	0.7	-2	4
- CCN(CC)CCCNc1ncc(C(=O)OC)c2ccccc12
 : 0.1	-0.8	-9	-3
- Cc1cc(Nc2ccc(C(=O)O)cc2)n2ncnc2n1
 : 0.1	0.3	5	6
- O=C(Cn1cc(NC(=O)CCOc2ccccc2)cn1)NCC1OCCc2ccccc21 (stereo not given)
 : 0.1	0.8	9	10
- O=C(CN1CCSCC1)N/N=C/c1cccc(O)c1
 : -0.1	-0.2	5	48
- O=C(COc1ccc([N+](=O)[O-])cc1)Nc1ccc(Br)cc1F
 : 0.0	4.0	-4	-1
- COC(=O)/C(C#N)=C\Nc1cccc(C)n1
 : 0.0	-2.8	-7	4
- CCN(CC)C(C)C(=O)Nc1c(C)cccc1C (stereo not given)
 : 1.3	-0.3	-3	15
- O=C(O)c1c(CNCc2ccc(Cl)cc2)c2ccccc2n1Cc1ccccc1
 : 0.1	0.6	8	4
- COc1ccc(CCNC(=O)COc2ccc(Cl)cc2)cc1
 : 0.0	-0.3	-4	-6
- CCC(=O)N1CCC(c2nc3ccccc3[nH]2)CC1
 : 0.1	1.2	-6	-10
- CCOc1ccc(C(CC(=O)O)NC(=O)COc2ccc(Cl)cc2)cc1 (stereo not given)
 : 0.0	1.2	-9	-20
- CCCCCNC(=O)c1ccc2c(c1)[nH]c(=S)n1c3ccccc3nc21
 : 0.0	0.4	0	-10
- O=C(NCCc1nnc2n1CCN(Cc1cccc(F)c1)CC2)C1CCCCC1
 : 0.1	-0.8	-2	-3
- CC(C)c1ccc(CN2CCc3nnc(C(NS(C)(=O)=O)C(C)C)n3CC2)cc1 (stereo not given)
 : 0.1	-1.0	7	4
- NC(=O)N/N=C/c1cccc(OCc2ccc(F)cc2)c1
 : 0.1	1.1	-1	7

Record cards, from the list above. Screens in order: FBW7 act	GPR151 activ	TEAD-YAP inh	MITF primary
Entry for `O=C(CN1CCSCC1)N/N=C/c1cccc(O)c1` → -0.1	-0.2	5	48
Entry for `CC(C)CNS(=O)(=O)c1ccc2c(c1)OCCO2` → -0.1	0.7	-2	4
Entry for `CCN(CC)C(C)C(=O)Nc1c(C)cccc1C` (stereo not given) → 1.3	-0.3	-3	15
Entry for `O=C(O)c1c(CNCc2ccc(Cl)cc2)c2ccccc2n1Cc1ccccc1` → 0.1	0.6	8	4

Continuation:
Value order – FBW7 act	GPR151 activ	TEAD-YAP inh	MITF primary
- Cc1cccc2c1nc(-c1ccccc1)n1nnnc21
 : 0.0	-0.6	-9	-4
- CCCN(CC(=O)Nc1ccccc1OC)C(=O)c1nc2nc(C)ccn2n1
 : -0.1	2.1	7	7
- O=S(=O)(c1cc(Cl)ccc1Cl)N1CCCC1
 : 0.0	1.6	-5	0
- CCC1=NN(C(=O)c2ccccc2Br)C(O)(C(F)(F)F)C1 (stereo not given)
 : 0.4	-0.3	6	3
- N#Cc1ccccc1NC(=O)COc1ccc(Br)cc1Cl
 : -0.1	0.6	-58	-10
- O=C1CCC(=O)N1CN(Cc1ccccc1)c1ccccc1
 : 0.0	0.0	12	6
- O=C(COC(=O)c1cccc([N+](=O)[O-])c1C(=O)OCC(=O)c1ccc(Cl)cc1)c1ccc(Cl)cc1
 : 0.2	-0.5	-3	-4
- CC(=O)O[C@H]1CC(=O)OC(C)(C)[C@@H]2CC(=O)[C@]3(C)[C@H](CC[C@@]4(C)[C@H](c5ccoc5)OC(=O)[C@H]5O[C@]543)[C@@]12C
 : -0.1	3.4	3	-3
- O=C(NCC1CCC2(CCN(Cc3ccccc3O)CC2)O1)C1CCCO1 (stereo not given)
 : -0.1	1.4	-1	2
- O=C1CCCN1CCn1cnc2c(NCCc3ccc(O)cc3)nc(N3CCCC3CO)nc21 (stereo not given)
 : 0.3	0.7	-6	18
- Cc1cccc(NC(=O)c2ccc(N3CC4CC(C3)c3cccc(=O)n3C4)c(NC(=O)c3ccc(F)cc3)c2)n1 (stereo not given)
 : 0.0	0.7	3	-5
- COc1cccc(CNS(=O)(=O)c2ccc3c(c2)oc(=O)n3C)c1
 : 0.0	1.0	5	5
- COc1ccc(NC(=O)NC(=O)C(F)(F)F)c(OC)c1
 : 0.7	1.3	13	6
- CN1C(=O)C(=Cc2ccsc2)C(=O)N(C)C1=S
 : 0.0	-0.7	-2	-2
- Cc1nn(CC(=O)N2CCCC2)c(=O)c2cccn12
 : 0.1	-1.7	9	9
- Cc1cn2c(-c3ccccc3F)nc(=S)nc2s1
 : -0.3	-1.1	-69	-3
- O=C(C1=C(O)C(=O)N(CCN2CCOCC2)C1c1ccco1)c1cccs1 (stereo not given)
 : 0.1	-0.5	1	-2
- O=C1c2ccccc2C(F)(F)c2c(F)cccc21
 : 0.2	-0.2	5	-10
- O=C(Nc1ccc(Oc2ccccc2)cc1)c1cccc(-c2ccccc2)c1
 : 0.6	-0.2	-32	-1
- O=C1C2C3CCC(O3)C2C(=O)N1c1ccc2nc3ccccc3cc2c1 (stereo not given)
 : 0.0	-4.5	80*	-2
- COc1ccc(N2C(=O)CC(Sc3nc(C)c4ccccc4n3)C2=O)cc1 (stereo not given)
 : 0.7	-0.2	53*	-4
- Oc1c(Br)cc(Br)cc1/C=N/Nc1ccccn1
 : 0.2	-0.6	18	27
- O=C(Cc1ccccc1)N1CCN(C(=O)C(c2ccccc2)c2ccccc2)CC1
 : -0.3	-0.4	0	0
- O=C(CSc1nc2ccccc2c(=O)n1CC1COc2ccccc2O1)N1CCN(c2ccccc2)CC1 (stereo not given)
 : 0.0	-1.5	9	40
- CCOC(=O)C1=C(C)NC(=O)NC1c1cc(OCC)c(OCC)c([N+](=O)[O-])c1 (stereo not given)
 : -0.1	0.7	-6	13
- CC(C)N(C(=O)CSc1nnc2n1CCN2c1ccc(F)cc1)C(C)C
 : 0.1	0.9	5	1
- Cc1cccc(Nc2nnc(SCC(=O)Nc3ccc(C(=O)O)cc3)s2)c1
 : 0.0	0.1	12	4
- COc1cc(S(=O)(=O)NCCOC23CC4CC(CC(C4)C2)C3)c(C)cc1C
 : 0.0	-1.1	-1	5
- Cc1ccc(C(=O)N2CCC(C3(C)NC(=O)N(C4Cc5ccccc5C4)C3=O)CC2)cn1 (stereo not given)
 : 0.0	1.3	1	10
- O=C(CCn1c(=O)oc2ccccc21)NCc1ccc(Cl)cc1
 : 1.4	-1.1	-12	21
- Cc1ccc(S(=O)(=O)Oc2cccc(N3C(=O)C4C5CCC(C5)C4C3=O)c2)cc1 (stereo not given)
 : 0.0	-1.9	-1	-6
- Cc1cc(C)nc(SCC(=O)Nc2ccc(Cl)cn2)n1
 : -0.1	-0.3	-9	7
- Cc1nn(C)cc1C(=O)N1CCN(C(=O)c2ccco2)CC1
 : 0.8	-1.0	10	10
- COC(CNc1cc(-c2ccccc2)nc(-c2cccnc2)n1)OC
 : 0.6	-0.3	13	8
- O=C(c1ccc2c(c1)OCO2)N1CCOc2ccc(C(O)c3ccncc3)cc2C1 (stereo not given)
 : 0.2	0.5	4	19
- O=[N+]([O-])c1cccc(-c2csc(C3COc4ccccc4O3)n2)c1 (stereo not given)
 : 0.0	0.0	-12	-4
- Cc1cc(C)cc(NS(=O)(=O)c2cc([N+](=O)[O-])ccc2C)c1
 : -0.1	-0.5	-2	-10
- COc1cc(-c2nc3sc4c(c3c(=O)[nH]2)CCCC4)ccc1OCCOc1cc(C)ccc1C(C)C
 : 0.1	0.5	-6	2
- C/C(=N\NC(=O)c1ccc(NS(=O)(=O)c2cccs2)cc1)C1CC1
 : 0.4	1.4	-15	-28
- CCOC(=O)Nc1nnc(CCc2ccccc2)s1
 : 0.1	-0.5	5	11
- O=C(Nc1ccccc1Cl)Nc1cccnc1Cl
 : -0.1	-0.3	-9	2
- CCc1ccc(C(=O)/C=C\Nc2ccc(S(=O)(=O)N=C(N)N)cc2)cc1
 : -0.4	-1.2	10	-12
- Cc1ccc(OCC(=O)N/N=C\c2ccc(O)c(O)c2)cc1
 : -0.2	-1.6	9	3
- CCCOc1ccccc1C=C1C(=O)NC(=O)NC1=O
 : -0.1	-0.9	-2	3
- Cc1cc(C(=O)O)ccc1Nc1nccc(-c2ccc(S(C)(=O)=O)cc2)n1
 : 0.1	-0.5	13	8
- COc1ccccc1-n1c(COc2cccc(C)c2)nnc1SCC(N)=O
 : 0.0	1.7	0	1
- O=C1CCCN1CCn1cnc2c(Nc3ccc4c(c3)OCO4)nc(Nc3ccc(C(F)(F)F)cc3)nc21
 : 0.5	-2.4	-6	8
- Cc1ccccc1NC(=S)N1CCN(c2ccccn2)CC1
 : 0.0	0.5	-3	3
- CCCCc1ccc(NC(=O)CSCC(N)=O)cc1
 : -0.1	-0.9	-3	-8
- Cc1nc(S(=O)(=O)c2ccc(F)cc2)c(N2CCOCC2)o1
 : -0.1	-0.3	9	-11
- O=C(NCc1ccccc1)c1cccc(N2CCC(N3CCOCC3)CC2)n1
 : -0.1	-0.3	11	-2
- N/C(=N\OC(=O)CC1CCCCC1)c1ccc(I)cc1
 : 0.0	0.3	3	3
- CC(C)Cn1nnnc1S(=O)(=O)CCc1ccccc1
 : 1.5	3.4	nt	16
- O=C(CSc1nnc(C2COc3ccccc3O2)o1)NC1CCCCC1 (stereo not given)
 : -0.1	-0.1	-5	10
- CCn1c(C(=O)O)c(CC(=O)NCCOC)c2ccccc21
 : -0.1	1.0	12	6
- CC(=O)N1CCOc2ccc(CN3CCc4ccccc4C3)cc2C1
 : 0.0	0.7	6	-10
- CCOC(=O)N1CCC(n2c(SCC(=O)N3CCN(c4ccccc4)CC3)nc3ccccc3c2=O)CC1
 : -0.2	-0.3	4	7
- CC(=O)N(C)c1ccc(NC(=S)NC(=O)/C=C/c2ccco2)cc1
 : -0.2	0.6	1	2
- N#CCc1ccc(NC(=O)c2cccs2)cc1
 : 0.1	-1.9	-27	9
- c1ccc(CNc2ccnc3c(-c4cc5ccccc5o4)cnn23)nc1
 : 0.4	-1.0	-70	12

Taken from above.
Cc1nc(S(=O)(=O)c2ccc(F)cc2)c(N2CCOCC2)o1 in FBW7 act: -0.1
CCc1ccc(C(=O)/C=C\Nc2ccc(S(=O)(=O)N=C(N)N)cc2)cc1 in MITF primary: -12

Going on with the list:
Value order – FBW7 act	GPR151 activ	TEAD-YAP inh	MITF primary
- Cc1cc(C)cc(N2C(=O)C3C(C2=O)C2C=CC3C23CC3)c1 (stereo not given)
 : -0.1	-0.4	-4	-3
- CCOc1cc(C(=O)N2CCc3cc(OC)c(OC)cc3C2COc2ccc([N+](=O)[O-])cc2)cc(OCC)c1OCC (stereo not given)
 : 0.1	-2.0	-6	14
- CSCCOC(=O)C1=C(C)NC(=O)NC1c1cccc(O)c1 (stereo not given)
 : -0.1	0.0	-1	-4
- O=C(Nc1ccccc1)NN1C(=O)/C(=C\c2cccs2)SC1=S
 : 0.0	0.3	-5	-2
- COc1cc(NC(=O)CN2CCN(CC(=O)Nc3ccccc3Cl)CC2)cc(OC)c1
 : -0.3	1.0	7	-1
- COc1cc(OC)c(NC(=O)CSc2nc3n[nH]c(C)c3c(=N)n2-c2cccc(C)c2)cc1Cl
 : 0.2	-0.5	15	10
- COc1cc(-c2nn(CO)c(=S)o2)cc(OC)c1OC
 : -0.1	-1.1	-3	-10
- C#CCN(Cc1ccco1)C(=O)CCC1(Cc2ccc(SC)cc2)CCC(=O)N1 (stereo not given)
 : -0.2	0.4	9	-6
- CCOC(=O)C1CCN(C(=O)c2cc3cc4ccc(C)cc4nc3s2)CC1
 : -0.2	0.1	-9	-10
- COc1ccc([N+](=O)[O-])cc1NC(=O)c1cn(-c2ccc(Cl)cc2)c(=O)c2ccccc12
 : 0.0	-0.4	0	-18

Screening data: PubChem, The Scripps Research Institute Molecular Screening Center

Rows are unselected. About 3.5% of those tested had a hit in this group.
